Assay outcomes deposited in PubChem BioAssay by several laboratories.
phage Ecoli inh: growth loss of phage-infected E. coli, primary screen, RecBCD inhibitor project, absorbance, with phage, HTS. inhibition, % at 11.9 µM. 0.26% of 360,000 active; in the data active = inhibition above about 11%
HTR5A inv ctr: HTR5A inverse agonists in luminescence cell assay, primary screen, counter-screen for OPRM1-OPRD1 heterodimer inverse agonist project, full-deck HTS. 5-hydroxytryptamine receptor 5A (Homo sapiens), P47898. HTR5A cell line, inverse agonism. inhibition, % at 9.3 µM. 0.083% of 340,000 active. AID 504634, 2011; in the data active = inhibition mostly above about 23%, no sharp cut-off; inactive = mostly below about 18%;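 also: 0% = cells with DMSO and 100% = no-cell wells with DMSO; some compounds called inactive have numbers as strong as hits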
Target sequence (P47898 whole entry, looked up): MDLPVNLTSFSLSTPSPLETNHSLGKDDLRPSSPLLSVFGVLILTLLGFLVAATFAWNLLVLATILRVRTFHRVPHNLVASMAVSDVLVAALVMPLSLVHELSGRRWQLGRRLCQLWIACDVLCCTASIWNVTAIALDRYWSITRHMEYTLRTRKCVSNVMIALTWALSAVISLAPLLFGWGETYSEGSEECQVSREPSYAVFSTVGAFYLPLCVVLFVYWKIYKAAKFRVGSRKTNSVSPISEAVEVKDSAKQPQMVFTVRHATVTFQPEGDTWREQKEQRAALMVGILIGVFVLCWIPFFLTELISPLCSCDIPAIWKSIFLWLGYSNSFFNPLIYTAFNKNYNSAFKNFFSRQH
OPRM1-OPRD1 ag: agonists of OPRM1-OPRD1 heterodimerization, primary screen, cell-based, luminescence | Mu-type opioid receptor (Homo sapiens) + Delta-type opioid receptor (Homo sapiens), … | cells | activation, % at 9.3 µM | 0.3% of 340,000 active | AID 504326, 2011; in the data active = activation above about 18%;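 also: 0% = vehicle-treated cells and 100% = reference agonist; values of inactives mirror those of a sister screen read the other way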
MOR-DOR inv ag: inverse agonists of MOR-DOR heterodimerization, primary screen, cell-based, luminescence; 0.21% of 340,000 active; inhibition, % at 9.3 µM; Mu-type opioid receptor (Homo sapiens) + Delta-type opioid receptor (Homo sapiens), …; cell-based MOR-DOR heterodimer luminescence, inverse agonism; in the data active = inhibition above about 22%, passing the limit was not always enough;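 also: 0% = cells with DMSO and 100% = wells without cells with DMSO; values of inactives mirror those of a sister screen read the other way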
E coli growth: E. coli V3065 growth inhibition, primary screen, counter-screen for AddAB inhibitor project, absorbance, OD600; 18 h; inhibition, % at 11.9 µM; 0.27% of 330,000 active; AID 449728, 2010;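 active = inhibition above the campaign's mean inhibition across all tested compounds plus 3 SD, cut at about 9.9% in these data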;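 also: uninfected addAB+ strain grown without phage in ampicillin broth; 0% = DMSO wells and 100% = ciprofloxacin 0.95 µg/ml wells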
PKA-R2B act: activators of PKA-R2B holoenzyme, primary screen, biochemical, fluorescence polarization, Cy5-IP20, human; cAMP-dependent protein kinase catalytic subunit beta (Homo sapiens) + cAMP-dependent …; AID 504700, 2011; PKA-R2B holoenzyme dissociation; R2B truncated from residue 108, S112A mutant; 0% DMSO only, 100% 113 µM cGMP; activation, % at 11.4 µM; 0.079% of 340,000 active;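 active = activation above a cutoff set at the mean over all compounds plus 3 SD, cut at about 18% in these data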;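 also: higher means more holoenzyme dissociation and a rise in polarization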
Target sequence (P31323 whole entry, looked up, other chains not shown, the tested form may be a part): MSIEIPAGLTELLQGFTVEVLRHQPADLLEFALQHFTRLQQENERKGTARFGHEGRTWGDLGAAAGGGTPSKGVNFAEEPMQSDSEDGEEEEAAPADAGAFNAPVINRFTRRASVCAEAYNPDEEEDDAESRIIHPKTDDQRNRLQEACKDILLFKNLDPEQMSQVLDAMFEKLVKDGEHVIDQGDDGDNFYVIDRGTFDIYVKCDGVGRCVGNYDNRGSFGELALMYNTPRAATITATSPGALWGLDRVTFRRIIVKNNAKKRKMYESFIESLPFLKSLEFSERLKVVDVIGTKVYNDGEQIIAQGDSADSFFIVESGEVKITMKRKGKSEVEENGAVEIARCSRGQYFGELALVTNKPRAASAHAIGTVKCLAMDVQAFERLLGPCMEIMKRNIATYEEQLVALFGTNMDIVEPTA
AddAB inh: growth inhibition of E. coli expressing H. pylori AddAB, primary screen, AddAB inhibitor project, absorbance; inhibition, % at 11.9 µM; 0.29% of 330,000 active; in the data active = inhibition above about 12%;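 also: 0% = vehicle wells of infected cells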
Tat transport: E. coli Tat export inhibitors, primary screen, MC4100, TorA-mCherry reporter, fluorescence, single point. inhibition, % at 10 µM. 0.036% of 340,000 active. AID 488895, 2010;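 active = mean replicate inhibition at least 50% and at least half of replicates individually reaching 50%; inconclusive = only one of the two criteria met; inactive = neither criterion met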;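 also: exported cargo escapes ClpAP degradation while cytoplasmic cargo is degraded and loses fluorescence; 0% = median of neutral control wells and 100% = median of NaSCN control wells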
Mot1-301 SUMO: yeast Mot1-301 growth rescue at high temperature, primary screen, SUMOylation pathway inhibitor project, S. cerevisiae, ATP luminescence, 38.5C; S. cerevisiae Mot1-301 growth rescue; percent above DMSO median, 100 means doubled; growth rescue, % at 18.8 µM; 1% of 320,000 active;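 active = every valid replicate shows activation above 250% relative to neutral control wells; inactive = the rest, any valid replicate at or below 250%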;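 also: OY570 slx delta 5 strain wells were the positive control but not used for scaling; some compounds called inactive have numbers as strong as hits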
PKA-R1A act: activators of PKA-R1A holoenzyme, primary screen, biochemical, fluorescence polarization, Cy5-IP20, bovine R1A, mouse PKAc; activation, % at 11.4 µM; PKA-R1A dissociation; scaled: DMSO 0%, 113 µM cGMP 100%; 0.083% of 340,000 active;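 active = percent activation above the mean of all tested compounds plus 3 SD, cut at about 19% in these data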;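 also: higher means more PKAc released from R1A so a rise in polarization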
PfHsp90 yeast 2: growth inhibition of PfHsp90-expressing yeast, primary screen, antimalarial PfHsp90 inhibitor project, S. cerevisiae, BacTiter-Glo luminescence, single point, set 2. AID 504621, 2011. BacTiter-Glo ATP, 48 h; yeast lacking PDR1 and PDR3 efflux regulators. inhibition, % at 9.4 µM. 0.32% of 310,000 active;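 active = every replicate shows inhibition above about 80%, whatever the replicate mean, limit read from the data; inconclusive = mean inhibition reaches the set limit but some replicate falls short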;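 also: 0% = DMSO neutral controls and 100% = 20 µM radicicol positive controls; yeast relying on Plasmodium falciparum Hsp90 in place of its own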
Active calls of the source: *; ? = inconclusive; · = not tested or not shown.

A first look:
entry	Compound	phage Ecoli inh	HTR5A inv ctr	OPRM1-OPRD1 ag	MOR-DOR inv ag	E coli growth	PKA-R2B act	AddAB inh	Tat transport	Mot1-301 SUMO	PKA-R1A act	PfHsp90 yeast 2
1	Cc1ccc(C(=O)NCc2ccccc2)c(F)c1F	6.5	6	-1.6	8	1.9	1	7.8	1	-26	-3	6
2	COC(=O)c1ccccc1NC(=O)CSc1ccccc1	0.8	-14	-0.5	3	-2.4	-8	0.3	1	1	-9	-4

The listing, previewed entries included:
entry	Compound	phage Ecoli inh	HTR5A inv ctr	OPRM1-OPRD1 ag	MOR-DOR inv ag	E coli growth	PKA-R2B act	AddAB inh	Tat transport	Mot1-301 SUMO	PKA-R1A act	PfHsp90 yeast 2
1	Cc1ccc(C(=O)NCc2ccccc2)c(F)c1F	6.5	6	-1.6	8	1.9	1	7.8	1	-26	-3	6
2	COC(=O)c1ccccc1NC(=O)CSc1ccccc1	0.8	-14	-0.5	3	-2.4	-8	0.3	1	1	-9	-4
3	Cc1cccc(-c2nc3c(s2)CCc2onc(-c4ccc(Br)cc4)c2-3)c1	2.4	-1	-3.0	17	-0.9	-3	7.4	1	84	-6	-25
4	O=c1[nH][nH]c(=O)c2c1[nH]c(=S)n2Cc1ccccc1	1.6	9	2.9	-14	·	7	·	2	·	-7	-5
5	CC(C)(C)n1nnnc1C(c1cccs1)N1CCN(c2ccccc2)CC1 (stereo unspecified)	3.0	-12	-1.5	9	-0.6	8	1.8	-1	48	6	·
6	Cc1nc(N2CCN(c3ccc(Cl)cc3)CC2)[nH]c(=O)c1C	1.9	-15	-0.9	5	0.5	-3	4.8	-1	15	4	11
7	O=C1Nc2ccc(F)cc2C12Nc1ccccc1-c1nnc(SCc3ccccc3Cl)nc1O2 (stereo unspecified)	2.3	14	-14	78*	-0.2	9	1.3	-4	-2	-2	17
8	CC/C(=N\NC(=O)c1ccccc1Cl)c1ccc(Br)s1	-2.9	-3	5.7	-31	-2.0	-1	-1.0	-3	-5	-2	-27
9	CCOC(=O)c1[nH]c(C)c(C(=O)N2CCCC(Nc3ccc(C)c(C)c3)C2)c1C (stereo unspecified)	1.8	-9	-1.9	10	-1.6	-8	3.6	3	15	-1	-16
10	CC12CN3CC(C)(CN(C1)C3c1ccc(Cl)cc1Cl)C2O (stereo unspecified)	0.9	0	-1.8	9	0.5	4	3.6	-3	50	-14	-15
11	N#Cc1c(N2CCCCC2)nc(N)c2c(N)nc3c(c12)CC(CCl)O3 (stereo unspecified)	0.2	9	6.5	-32	1.8	-7	4.9	-2	-17	0	13
12	COc1ccc(NC(=O)c2ccco2)cc1S(=O)(=O)N1CCOCC1	1.5	2	-2.4	12	-0.4	2	-0.7	-9	31	4	-18
13	Cc1ccc([N+](=O)[O-])cc1S(=O)(=O)NCC1COc2ccccc2O1 (stereo unspecified)	1.1	5	3.0	-16	1.8	-10	0.8	3	-6	-16	2
14	CCOc1ccc(NC(=O)CN(c2cc(C)cc(C)c2)S(=O)(=O)c2c(C)noc2C)cc1	-1.4	-6	0.1	0	-0.1	0	2.3	-8	9	-3	27
15	COc1ccc(C(CC(=O)O)NC(=O)COc2ccccc2)cc1 (stereo unspecified)	1.8	-4	-1.9	10	-1.5	6	-2.5	7	0	7	-5
16	CC(=O)c1ccc(NC(=O)COC(=O)C2CC3C=CC2C3)cc1 (stereo unspecified)	3.6	0	-2.3	9	1.9	-4	1.3	2	4	6	-8
17	COCCN(C(=O)c1ccco1)c1nc(-c2ccccc2)cs1	3.3	-36	-0.4	2	2.0	-6	-0.5	3	15	4	-8
18	CCc1nc(SCc2nc3ccccc3[nH]2)c2oc3ccccc3c2n1	-1.0	9	-0.4	2	-0.1	0	2.3	-2	-33	-6	13
19	CC(C)OC(=O)C(C)Nc1n[nH]c(=S)[nH]c1=O (stereo unspecified)	1.1	2	1.7	-9	·	-8	·	-1	·	-5	-3
20	CCOc1ccc(NC(=S)N2CCN(S(=O)(=O)c3ccc(OC)cc3)CC2)cc1	2.3	2	-1.6	9	·	-12	·	0	-14	-5	19

(next part)
entry	Compound	phage Ecoli inh	HTR5A inv ctr	OPRM1-OPRD1 ag	MOR-DOR inv ag	E coli growth	PKA-R2B act	AddAB inh	Tat transport	Mot1-301 SUMO	PKA-R1A act	PfHsp90 yeast 2
21	Cc1cc(C)n(-c2nc(O)cc(=O)[nH]2)n1	2.9	7	-3.2	14	-0.5	-14	2.9	-8	-15	-9	8
22	COc1cnc(-c2ccccn2)nc1Oc1ccccc1Cl	0.8	-27	1.4	-6	-2.4	0	-3.1	-2	-8	-8	14
23	Cc1cc(C)c(C(=O)CSc2n[nH]c(-c3ccncc3)n2)c(C)c1	3.3	1	-2.3	13	1.6	1	1.8	6	13	-9	3
24	Nn1c(SCC(=O)Nc2cccc(F)c2)nnc1C1CCCCC1	1.6	8	-2.5	13	0.2	-4	0.0	-7	12	5	-1
25	O=C(OCC1CC(c2ccccc2Cl)=NO1)c1ccc(Br)cc1 (stereo unspecified)	3.4	11	-1.4	8	1.6	8	3.0	4	2	4	0
26	CCOc1ccc2nc(NC(=O)C3CSC4(C)CCC(=O)N34)sc2c1 (stereo unspecified)	-0.3	3	2.6	-10	0.3	-5	1.9	3	-8	3	-5
27	O=C(CCl)N1CCN(S(=O)(=O)c2ccc3c(c2)CCC3)CC1	6.1	-5	-2.1	9	0.0	1	0.3	7	-9	0	-10
28	c1ccc2c(c1)CCCN2c1nc(N2CCOCC2)nc(N2CCOCC2)n1	0.5	7	1.2	-6	-1.0	-5	2.6	12	1	-1	-8
29	Cc1ccnc(Nc2nc(-c3ccc(Cl)cc3)cs2)c1	2.6	-13	5.5	-26	-0.8	0	2.0	-4	3	4	0
30	CC1CN(C(=O)CSc2nnc(-c3ccncc3)n2-c2ccccc2)CC(C)O1 (stereo unspecified)	2.4	-3	-5.2	24	-2.4	-11	0.6	5	-6	2	-2
31	O=C(Nc1ccc(CN2CCOCC2)cc1)c1cccc(F)c1	2.0	-42	-0.8	4	0.1	8	1.3	2	0	-7	-14
32	CCOC(=O)Cc1nn(CC)c(=O)c2ccccc12	3.4	-1	-1.1	5	1.1	-4	2.6	2	6	1	35
33	CCOC(=O)CN1C(=O)/C(=C/c2c(F)cccc2Cl)Oc2ccccc21	-0.1	9	1.2	-6	1.3	-1	-0.7	4	-9	-2	-17
34	CC(=O)N1CCc2cc(S(=O)(=O)NC3CCCc4ccccc43)ccc21 (stereo unspecified)	1.6	-17	1.1	-7	-1.8	3	-1.0	3	73	-2	11
35	CCC(C)NC(=O)c1cc(-c2cccs2)nc2ccccc12 (stereo unspecified)	0.1	-12	-3.3	15	-0.2	1	-0.4	-3	-14	-2	-1
36	COc1ccc(C2=Nn3c([n+](C)c4ccccc43)SC2)cc1	5.8	-19	-1.4	7	2.2	-19	3.1	-2	303	2	15
37	COc1cc2c(cc1OC)CN(C(=O)/C=C/c1cccs1)CC2	-0.1	-29	-1.3	6	-0.3	5	4.4	-5	6	-8	5
38	CC(=O)Nc1ccc(/C=N/NC(=O)c2cc(-c3ccco3)nc3ccccc23)cc1	2.0	16	0.3	-1	-0.2	-5	0.8	-4	-17	-5	-15
39	COc1ccc(S(=O)(=O)N(C)CC(=O)NC2CCCCC2)cc1Cl	-0.2	3	0.2	-1	-0.6	-1	-0.1	-2	-1	-4	-1
40	CCOc1ncccc1C(=O)Nc1ccc(-c2ccc3nnc(C)n3n2)cc1	4.2	-8	-1.9	10	1.1	-12	0.4	-2	12	-18	-3

Continuation.
entry	Compound	phage Ecoli inh	HTR5A inv ctr	OPRM1-OPRD1 ag	MOR-DOR inv ag	E coli growth	PKA-R2B act	AddAB inh	Tat transport	Mot1-301 SUMO	PKA-R1A act	PfHsp90 yeast 2
41	COc1cc(-c2nc3ccc(N4CCN(C)CC4)cc3[nH]2)cc(OC)c1OC	3.0	21	-0.7	4	-2.3	-8	-2.0	-1	7	0	·
42	Cc1[nH]nc2c1C(c1cccs1)C1=C(CC(C)(C)CC1=O)N2 (stereo unspecified)	1.1	1	0.2	-1	-0.7	-12	-0.8	-8	662*	-9	2
43	COc1ccc(/C=C/C(=O)OCC(=O)N2CCCC2)c(OC)c1	5.5	1	-1.1	4	1.2	-1	2.4	0	1	1	-6
44	CCn1c(SCC(=O)Nc2ccc(F)cc2)nnc1-c1cnccn1	-1.3	4	-2.8	14	0.0	-5	2.0	?	11	2	-13
45	Cc1ccc(CN2C(=O)CSC2c2ccccc2F)cc1 (stereo unspecified)	0.6	-1	0.1	0	2.1	3	0.3	4	-13	4	12
46	CS(=O)(=O)NNC(=O)c1csc(Cc2c(Cl)sc3ccc(Cl)cc23)n1	2.6	-11	-2.2	11	0.0	-12	-1.4	-11	5	-15	7
47	CC(NC(=O)CSc1nnc2n1CCCCC2)c1ccccc1Cl (stereo unspecified)	1.7	22	-0.7	3	1.1	2	0.6	0	-4	13	1
48	O=C(NCc1ccccc1F)c1ccc2ccccc2n1	0.6	-26	-0.5	3	-0.1	-9	4.1	-2	-15	-3	14
49	Cc1ccc(-c2cc(-c3cccs3)[nH]n2)c(O)c1	3.8	14	2.9	-14	2.5	-3	5.4	3	47	-7	·
50	O=C(CCCn1c(SCC(=O)Nc2ccccc2C(F)(F)F)nc2ccccc2c1=O)NCC1CCCO1 (stereo unspecified)	1.4	-15	-1.6	9	-1.1	0	0.7	16	3	-5	0
51	COc1cc2c(cc1OC)C(C(=O)NCCN1CCOCC1)C1c3ccccc3CCN1C2=O (stereo unspecified)	0.8	2	-2.5	14	-0.3	-3	1.6	-3	21	-14	11
52	O=c1cc(CN2CCCCCC2)nc2sccn12	4.7	3	-3.1	14	2.5	10	4.5	0	147	-7	-17
53	O=C(O)/C=C/c1ccc(S(=O)(=O)N(CCO)CCO)cc1	7.9	16	-0.8	4	0.1	2	3.5	9	17	-7	3
54	CC(Oc1ccc(C(C)(C)C)cc1)C(=O)NC1CC(C)(C)NC(C)(C)C1 (stereo unspecified)	2.5	6	-2.6	13	4.0	-3	4.7	-5	3	-4	·
55	CCOC(=O)c1c(C)[nH]c(C(=O)CN2C(=O)C(=O)N(CC(C)C)C2=O)c1C	0.5	0	4.5	-23	1.9	7	1.0	0	0	1	-10
56	CCN(CC)CCCNC(=S)N1CCn2c(nc3ccccc32)C1	2.8	·	·	·	-0.7	-2	1.4	-1	10	-2	·
57	Cc1ccc(C)c(NC(=O)Cc2nc(CNCC(C)C)cs2)c1	3.1	8	-2.8	16	-4.3	1	0.5	3	0	3	4

The order is random; any-hit rate near 2.2%.
